# EPAC1 antag: qHTS for Antagonist of cAMP-regulated guanine nucleotide exchange factor 3 (EPAC1): primary screen. 0.14% of 360,000 active. Rap guanine nucleotide exchange factor 3 (Homo sapiens), O95398. Potency, µM (top dose mostly 115 µM), for the others: top-dose activity change, negative = inhibition, hits mostly inhibitors. AID 720709, 2013. EPAC1 GEF assay, Rap1b-BODIPY-GDP exchange fluorescence;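 further: plate controls were vehicle for no effect and positive control for full effect; nearly all actives have a fitted effect of over 50% in size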
# TDP-43 yeast inh: qHTS of TDP-43 Inhibitors. TDP-43 expressing yeast growth rescue, BacTiter-Glo, 24 h. Potency, µM (titrated, usually from 46.1 µM), inactives show top-dose growth rescue (activation), usual class: activators. 1.8% of 410,000 active. AID 652104, 2013; further: % of control where 0% means no effect; nearly all actives have a fitted effect of over 50% in size
#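 Readout is BacTiter-Glo luminescence of cell growth, so inhibitors register as activators. TDP-43-expressing yeast at OD600=0.02 in galactose medium, after raffinose pregrowth to mid-log, were incubated with compound for 24 hr at 30 deg C.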
# EPAC2 antagonist: qHTS for Antagonist of cAMP-regulated guanine nucleotide exchange factor 2 (EPAC2): primary screen; EPAC2 GEF exchange of Rap1B-BODIPY-GDP, fluorescence; Potency, µM (titrated, usually from 114 µM), inactives show at the highest dose activity, negative = inhibition, most hits filed as inhibitors; AID 720708, 2013; 0.18% of 360,000 active; further: on the % scale 0 is the no-effect control and ±100 the full control effect; nearly all actives have a fitted effect of over 45% in size; many of its hits are not listed in these tables
# Target sequence (Q8WZA2 whole entry, looked up): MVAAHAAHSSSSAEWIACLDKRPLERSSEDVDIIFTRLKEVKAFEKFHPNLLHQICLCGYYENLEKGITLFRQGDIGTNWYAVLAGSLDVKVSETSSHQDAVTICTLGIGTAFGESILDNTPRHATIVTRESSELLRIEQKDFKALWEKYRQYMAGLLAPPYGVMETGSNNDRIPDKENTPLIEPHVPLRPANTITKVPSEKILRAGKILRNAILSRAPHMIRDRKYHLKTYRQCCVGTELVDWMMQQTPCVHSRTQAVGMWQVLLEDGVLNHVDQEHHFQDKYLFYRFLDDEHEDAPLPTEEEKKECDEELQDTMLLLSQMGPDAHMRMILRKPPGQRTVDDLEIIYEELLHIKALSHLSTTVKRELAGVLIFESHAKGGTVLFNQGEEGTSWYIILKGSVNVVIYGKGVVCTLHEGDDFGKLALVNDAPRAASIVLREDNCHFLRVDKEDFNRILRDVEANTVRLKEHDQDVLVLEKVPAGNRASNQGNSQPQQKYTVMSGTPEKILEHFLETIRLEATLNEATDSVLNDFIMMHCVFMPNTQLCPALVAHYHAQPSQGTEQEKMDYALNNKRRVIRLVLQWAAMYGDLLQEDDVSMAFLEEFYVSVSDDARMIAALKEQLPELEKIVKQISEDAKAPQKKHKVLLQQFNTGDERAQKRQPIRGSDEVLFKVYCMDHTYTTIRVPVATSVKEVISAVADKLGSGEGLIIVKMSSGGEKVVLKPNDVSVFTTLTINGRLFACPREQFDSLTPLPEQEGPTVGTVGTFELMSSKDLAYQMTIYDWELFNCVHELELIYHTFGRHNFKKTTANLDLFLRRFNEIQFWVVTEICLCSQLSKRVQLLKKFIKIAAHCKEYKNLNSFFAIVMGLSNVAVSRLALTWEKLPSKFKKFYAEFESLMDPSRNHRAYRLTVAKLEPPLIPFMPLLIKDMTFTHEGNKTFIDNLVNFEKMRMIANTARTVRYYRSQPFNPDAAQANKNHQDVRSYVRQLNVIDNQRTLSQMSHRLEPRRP
# FUS yeast rescue: qHTS for Suppressors of FUS Proteinopathy: Primary screen using FUS-linked yeast assay | S. cerevisiae FUS-expressing, growth rescue, OD600, 24 h | AID 1347120, 2019 | 0.24% of 390,000 active | Potency, µM (top dose mostly 76.6 µM), for the others: top-dose growth rescue (activation), usual class: activators;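 further: plate controls were DMSO vehicle for no effect and reference control for full effect; nearly all actives have a fitted effect of over 55% in size; some results filed as inactive show a strong effect at the top dose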
#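 Quantitative HTS measuring growth restoration of FUS-toxic yeast. Galactose-induced cells (OD 0.005) were exposed 24hr at 30C to compounds at several concentrations, then absorbance at 600 nm was recorded.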
# EPAC2 agonist: qHTS for Agonist of cAMP-regulated guanine nucleotide exchange factor 4 (EPAC2): primary screen; EPAC2 activation, biochemical qHTS; response scale: 100% = 6.5 mM cAMP response; 0.079% of 360,000 active; Potency, µM (top dose mostly 154 µM), without a hit: at the top dose activation, most hits filed as activators; AID 720711, 2013; Rap guanine nucleotide exchange factor 4 (Homo sapiens), Q8WZA2; further: nearly all actives have a fitted effect of over 50% in size
#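 Compounds were titrated in qHTS against a Rap1B-BODIPY-GDP (250 nM) complex with EPAC2 (100 nM) and GDP (50 uM). BODIPY-GDP release tracked at 480/540 nm over 30 min at room temperature, normalized to 6.5 mM cAMP.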
# PTHR1 agonist: qHTS for PTHR1 Agonists: Primary Screen; Parathyroid hormone/parathyroid hormone-related peptide receptor (Homo sapiens), Q03431; AID 743266, 2014; 0.075% of 410,000 active; Potency, µM (titrated, usually from 115 µM), for inactives: at the top dose activation, actives largely listed as activators; HEK293 GP2 PTHR1 cells, GloSensor cAMP luminescence, 1 h; further: nearly all actives have a fitted effect of over 55% in size; some results filed as inactive show a strong effect at the top dose; inactives centre near -15; many of its hits are not listed in these tables
#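 HEK-293-derived GP2 cells expressing PTHR1 and a GloSensor cAMP reporter, 3,000/well, plated overnight, given luciferin plus IBMX (each 0.5 mM as added) for 1 h at 37 °C, then compound for 1 h at 37 °C. Luminescence was read after 15 min at room temperature.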
# EPAC1 agonist: qHTS for Agonist of cAMP-regulated guanine nucleotide exchange factor 3 (EPAC1): primary screen; Potency, µM (top dose mostly 154 µM), inactives show at the top dose activation, most hits filed as activators; EPAC1 agonist qHTS, biochemical assay; response scale: 100% = response to 6.5 mM cAMP; 0.073% of 360,000 active; Rap guanine nucleotide exchange factor 3 (Homo sapiens), O95398; AID 720707, 2013; further: nearly all actives have a fitted effect of over 60% in size
#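 Multi-concentration qHTS readout: loss of Rap1B-bound BODIPY-GDP fluorescence driven by 100 nM EPAC1 with excess GDP (50 uM), monitored kinetically at room temperature; agonist response expressed relative to 6.5 mM cAMP.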
# aSyn yeast inh: qHTS of alpha-syn Inhibitors. Yeast expressing alpha-synuclein, growth rescue, BacTiter-Glo, 24 h. Potency, µM (top dose mostly 46.1 µM), inactives show at the highest dose growth rescue (activation), actives largely listed as activators. 0.14% of 370,000 active; further: % of control where 0% means no effect; nearly all actives have a fitted effect of over 65% in size
#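 Screening used galactose-induced yeast with toxic alpha-synuclein levels, exposed to compound for 24 hr at 30 deg C. Cell growth, read with BacTiter-Glo luminescence, gave the measured signal.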
# * marks the source's active call; other numbers are inactive results; i = inactive; ? = inconclusive; nt = not tested or not shown; [ ] = another dose, or the depositor's remark. The call rests on the fitted dose curve; in most records, active means well fitted curve in the direction sought with a large enough effect; inconclusive means small, poorly fitted or top-dose-only effect, or another doubt; inactive means no such curve, though single readings can be large; an effect the other way counts as inactive or inconclusive. Potency means the concentration at half of the fitted maximal effect. Some of the compounds tested (hit frequency here may not be typical).
SMILES,EPAC1 antag,TDP-43 yeast inh,EPAC2 antagonist,FUS yeast rescue,EPAC2 agonist,PTHR1 agonist,EPAC1 agonist,aSyn yeast inh
CCOc1ccc(/C=N/NC(=O)CN2CCCCC2)cc1OCC,7%,7%,-9%,-17%,1%,i,11%,3%
COc1ccc(-c2csc(NC(=O)CSCC(=O)Nc3cc(C)on3)n2)c(OC)c1,16%,2%,11%,12%,-2%,-4%,4%,4%
CC1(C(=O)O)CCCN1C(=O)c1cccc(C(F)(F)F)c1 (configuration not stated),2%,11%,-7%,-14%,5%,-10%,24%,7%
Cc1c(NC(=O)CSc2nnc(COc3ccccc3)n2-c2ccccc2)c(=O)n(-c2ccccc2)n1C,?,10%,6%,22%,-8%,i,-6%,0%
C#C[C@]1(O)CC[C@H]2[C@@H]3CCc4cc(O)ccc4[C@H]3CC[C@@]21C,-14%,?,2%,-15%,4%,-22%,-1%,25%
O=C(Nc1ccc(Cl)c(Cl)c1)N1CCSC1c1ccco1 (configuration not stated),3%,?,5%,27%,22%,-1%,17%,-20%
CC(=O)Nc1ccc(/C=C2/Sc3ccccc3C2=O)cc1,0%,-6%,9%,-3%,-4%,-11%,3%,6%
C=CCCCCCCCC(=O)OC,1%,-7%,-11%,-4%,4%,-6%,-9%,0%
CCC(C(=O)NC(C)(C)C)N(C(=O)c1ccc(Cl)nc1)C1CCCC1 (configuration not stated),17%,4%,9%,0%,-10%,i,-7%,1%
CCOc1cc(C2C(C(=O)c3ccc(C)cc3)=C(C(=O)OC)Nc3nnnn32)ccc1O (configuration not stated),10%,9%,-1%,9%,-2%[15.6 µM],i,-12%,-6%
O=C(NCC1CCCO1)C1CCC(=O)N1Cc1ccccc1Cl (configuration not stated),-2%,5%,9%,5%,11%,i,2%,2%
Cc1cc(OCC(O)CN2CCc3ccccc3C2)ccc1Cl (configuration not stated),-25%,-12%,-14%,-1%,11%,0%,7%,6%
Cc1cc(NC(=O)c2ccc3c(c2)N(Cc2cccc(Cl)c2)C(=O)c2ccccc2S3(=O)=O)ccc1Br,nt,-7%,nt,?,nt,14%,nt,5%
S=C(NCCN1CCOCC1)Nc1ccc(Cl)c(Cl)c1,-2%,0%,-1%,nt,-3%,i,4%,-1%
O=C(c1cccc(C(F)(F)F)c1)N1CCc2c([nH]c3ccccc23)C1C(F)(F)F (configuration not stated),-21%,9%,-19%,19%,-1%,-18%,14%,?
CS(=O)(=O)N(CC(=O)NCC1CCCO1)c1cc(Cl)c(Cl)cc1Cl (configuration not stated),-2%,-13%,-6%,4%,5%,-15%,11%,-1%
CCCN(C(=O)CSc1nc2cc(S(=O)(=O)N(CC)CC)ccc2o1)C1CCS(=O)(=O)C1 (configuration not stated),-8%,-1%,3%,57%,-1%,?,1%,0%
CC(C)c1ccc(O)c(NC(=O)c2ncn[nH]2)c1,-11%,4%,6%[57.1 µM],0%,-8%,-5%[57.5 µM],2%,0%
CNC(=O)COc1ncnc2sccc12,11%,23%,9%,-15%,0%,i,-1%,-1%
Cc1cc(C)nc(Nc2ccc(N3CCOCC3)cc2)n1,-13%,16%,15%,nt,6%,i,-2%,2%
COc1ccccc1N(C(=O)c1csnn1)C(C(=O)NC1CCCC1)c1ccccc1 (configuration not stated),-17%,3%,-4%,18%,1%,i,9%,-3%
CCCCCCCNC(=O)c1cc(-c2ccncc2)nc2ccccc12,3%,5%,-11%,?,-9%,-5%,9%,9%
COc1cccc(CNc2ccc(F)c(Cl)c2)c1,-6%,2%,-7%,13%,26%,i,19%,0%
COc1cc(OC)c(NC(=O)/C=C/C(=O)O)cc1Cl,-4%,4%,1%,0%,3%,i,10%,1%
O=C(Nc1nccs1)[C@@H]1CCCN1C(=O)c1cccs1,-6%,3%,-2%,1%,9%,i,-2%,-4%
COC(=O)CCNCCSc1nnc(-c2ccco2)n1Cc1ccccc1,6%,9%,-1%,-19%,-4%,i,1%,-7%
CC(=O)c1cc(F)ccc1OCC(=O)N1CCN(c2ccc(F)cc2)CC1,-23%,13%,-8%,11%,8%,i,5%,10%
CCCCCCN1C=CC=C/C1=C\C=C(C#N)C#N,-3%,6%,?,2%,-225%[inhibitor],-6%,-4%,1%
CCOc1ccc(-n2nnc3c(=O)n(CC(=O)c4ccccc4)cnc32)cc1,13%,0%,5%,-20%,12%,i,-19%,-2%
CCc1nccn1CCC(=O)NC1CC(C)(C)Cc2c1cnn2-c1ccc(C)cc1 (configuration not stated),6%,-1%,9%,nt,-8%,-19%,-3%,-1%
Cc1ccc(-n2c(N)c(C(=O)Nc3ccccc3F)sc2=S)cc1C,-3%,6%,-8%,-2%,10%,-19%,-3%,7%
O=C(O)/C=C\C(=O)Nc1ccccc1C#Cc1ccccc1,-29%,?,-5%,27%,4%,-13%[57.5 µM],4%,-19%
O=C(CCn1cccn1)Nc1ccc2c(c1)OCO2,10%,15%,4%,-5%,11%,-23%,7%,3%
COc1ccc(C2CC(=O)C(C=NCC(C)C)=C(O)C2)cc1 (configuration not stated),-17%,2%,8%,-6%,-5%,-13%,2%,12%
COc1ccccc1NC(=O)CSc1nnnn1-c1ccc2c(c1)OCO2,14%,8%,9%,2%,1%,-10%[57.5 µM],10%,1%
CCC(=O)n1nc(-c2ccc(Cl)cc2)nc1SC,-15%,11%,3%,10%,-5%,-25%,14%,2%
COc1ccc(/C=N/NC(=O)CCC(=O)Nc2ccc(F)cc2)c(OC)c1,-18%,-10%,-3%,15%,-1%,-24%,1%,-10%
CCc1ccc(-c2ccc(C(=O)O)cc2)nc1,5%,35µM*,-3%,29%,11%,-15%,0%,6%
Cc1cc(NC(=O)CSCC(=O)OCc2nnc(-c3ccc(F)cc3)o2)no1,3%,21%,8%,nt,1%,i,-6%,-3%
O=C1C(Cl)=C(N2CCOCC2)C(=O)N1c1ccccc1Cl,-2%,-5%,-5%,-19%,0%,16%,-1%,0%
CC(=O)N1CCN(c2ccc(NC(=O)c3ccccc3Cl)cc2)CC1,-11%,-13%,8%,9%,1%,-9%,0%,1%
N#CCCCN1C(=O)C(O)(CC(=O)c2ccc3c(c2)OCCO3)c2ccccc21 (configuration not stated),-10%,7%,0%,11%,0%,8%[57.5 µM],2%,4%
Cc1ccccc1N(C(=O)c1csnn1)C(C(=O)NC(C)(C)C)c1ccncc1 (configuration not stated),-16%,27%,4%,-24%,5%,-94%[inhibitor],5%,-12%
CCOC(=O)C1=C(c2ccccc2)N=c2sc(=Cc3cc(OC)c(OC)c(OC)c3)c(=O)n2C1c1cccs1 (configuration not stated),-4%,2%,6%,?,1%,i,-3%,-3%
CCn1c(N2CCN(C(=O)c3ccco3)CC2)nc2ccccc21,2%,-3%,-3%,-3%,3%,i,6%,3%
Cc1ccc(N2CC(C(=O)Nc3ccc(S(=O)(=O)Nc4nccc(C)n4)cc3)CC2=O)cc1 (configuration not stated),-3%,-7%,-2%,5%,2%,i,7%,0%
CC(=O)NNC(=O)CN1C(=O)/C(=C/c2ccccc2)SC1=S,-11%,-5%,2%,21%,2%,-22%,4%,5%
COc1ccccc1N1CC(C(=O)Nc2nnc(SCC(=O)N3CCOCC3)s2)CC1=O (configuration not stated),8%,8%,5%,nt,-7%,i,-4%,0%
O=S(=O)(c1ccc(S(=O)(=O)n2cnc3ccccc32)cc1)N1CCCCCC1,2%,-24%,9%,26%,4%,-18%[57.5 µM],9%,-10%
S=C(NCCc1ccccc1)N/N=C/c1cccs1,16%,?,1%,4%,22%,?,1%,-4%

# Two entries picked at random from those above:
SMILES,EPAC1 antag,TDP-43 yeast inh,EPAC2 antagonist,FUS yeast rescue,EPAC2 agonist,PTHR1 agonist,EPAC1 agonist,aSyn yeast inh
S=C(NCCc1ccccc1)N/N=C/c1cccs1,16%,?,1%,4%,22%,?,1%,-4%
CC(=O)N1CCN(c2ccc(NC(=O)c3ccccc3Cl)cc2)CC1,-11%,-13%,8%,9%,1%,-9%,0%,1%

# Taken from above:
# For PTHR1 agonist, CC(=O)N1CCN(c2ccc(NC(=O)c3ccccc3Cl)cc2)CC1 has the entry -9%
# For FUS yeast rescue, CC(=O)NNC(=O)CN1C(=O)/C(=C/c2ccccc2)SC1=S has the entry 21%
# For aSyn yeast inh, COc1ccccc1N1CC(C(=O)Nc2nnc(SCC(=O)N3CCOCC3)s2)CC1=O (configuration not stated) has the entry 0%

# Continued:
SMILES,EPAC1 antag,TDP-43 yeast inh,EPAC2 antagonist,FUS yeast rescue,EPAC2 agonist,PTHR1 agonist,EPAC1 agonist,aSyn yeast inh
COc1cc2oc(=O)cc(CN(Cc3ccccc3)Cc3ccccc3)c2cc1Cl,8%,16%,9%,16%,12%,-10%,2%,10%
CCn1c(COc2ccccc2Cl)nnc1SCC(=O)Nc1ncccc1C,-15%,1%,-9%,nt,5%,i,-4%,0%
COc1ccc(NS(=O)(=O)c2cccc(C(=O)NNC(=O)c3cc(S(N)(=O)=O)ccc3OC)c2)cc1,-19%,0%,-4%,8%,1%,?,-1%,-7%
CC(Sc1nc2ccccc2c(=O)n1CCc1ccc(S(N)(=O)=O)cc1)C(=O)NC(N)=O (configuration not stated),-12%,-3%,7%,-5%,-7%,i,-3%,4%
CN(CC(=O)Nc1cccc(F)c1)C(=O)c1ccccc1OCCOc1ccccc1,-23%,?,-4%,18%,14%,-59%[inhibitor],2%,-1%
O=C(CCNS(=O)(=O)c1ccc(Cl)cc1)Nc1ccncc1,7%,0%,1%,12%,14%,-15%,9%,-2%
CCOC(=O)C1(Cc2ccc(OC)cc2)CCN(C(=O)c2cncs2)CC1,10%,-20%,1%,6%,-4%,-3%,-1%,1%
CCOc1ccc(NS(=O)(=O)c2csc(C(N)=O)c2)cc1,?,-19%,-5%,22%,10%,-59%[inhibitor],1%,-9%
